GSK3A inh = inhibitors of human GSK-3 alpha kinase; P49840; ADP-Glo luminescence, 60 min; inhibition, % at 10 µM; 320,000 tested, 0.1% active;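 in the data active = inhibition above about 50%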;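 also: GST-tagged GSK-3 alpha with peptide substrate and 25 µM ATP; 0% = DMSO neutral wells and 100% = GW8510 positive control wells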
Target sequence (P49840 whole entry, looked up): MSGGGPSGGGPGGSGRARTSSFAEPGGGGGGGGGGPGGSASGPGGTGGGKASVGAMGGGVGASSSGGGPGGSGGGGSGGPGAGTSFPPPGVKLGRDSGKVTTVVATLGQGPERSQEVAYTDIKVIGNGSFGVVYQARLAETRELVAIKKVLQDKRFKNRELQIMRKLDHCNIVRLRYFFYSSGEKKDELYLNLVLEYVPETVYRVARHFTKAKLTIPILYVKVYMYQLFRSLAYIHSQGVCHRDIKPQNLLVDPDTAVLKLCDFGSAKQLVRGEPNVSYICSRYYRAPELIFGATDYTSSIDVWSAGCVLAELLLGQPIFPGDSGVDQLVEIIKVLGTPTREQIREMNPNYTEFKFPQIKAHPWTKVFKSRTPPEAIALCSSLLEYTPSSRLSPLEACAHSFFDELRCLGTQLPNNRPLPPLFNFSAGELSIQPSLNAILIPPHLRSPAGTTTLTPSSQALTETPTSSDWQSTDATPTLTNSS
KLF5 inh = suppresses KLF5 promoter-driven expression; DLD-1 KLF5 promoter-luciferase reporter, luminescence; inhibition, % at 5 µM; 290,000 tested, 0.23% active;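 active = inhibition above a per-plate limit of that plate's mean compound inhibition plus 3 SD, cut at about 60% in these data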;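 also: 0% = DMSO wells and 100% = LY294002 at 200 µM; higher means less KLF5 promoter-driven luciferase light; inactives centre near -14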
HSF1 activator = increases HSF-1 driven luciferase reporter signal. NIH3T3-HGL HSF-1 luciferase reporter, MG132, 8 h; 100% = twice DMSO control signal. activation, % at 9 µM. AID 504408. 300,000 tested, 1.7% active;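 active = mean replicate activation of at least 50% with a set share of replicates each reaching 50%; inconclusive = only one of those two conditions met; inactive = mean below 50% and too few replicates reaching it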;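 also: 0% = median of the neutral control wells and 100% = twice that signal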
GSK3beta inhib = inhibitors of human GSK3beta kinase | GST-GSK3beta kinase, ADP-Glo luminescence, 60 min; active compounds read low | activity score (negative = inhibition), % at 10 µM | 300,000 tested, 0.038% active;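 active = more than half of replicate wells score below -50%, meaning over 50% inhibition versus plate controls; inconclusive = some replicates but at most half score below -50%; inactive = no replicate scores below -50%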;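 also: 0% = median DMSO wells and -100% = median GW8510 positive control wells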
Target sequence (P49841 whole entry, looked up): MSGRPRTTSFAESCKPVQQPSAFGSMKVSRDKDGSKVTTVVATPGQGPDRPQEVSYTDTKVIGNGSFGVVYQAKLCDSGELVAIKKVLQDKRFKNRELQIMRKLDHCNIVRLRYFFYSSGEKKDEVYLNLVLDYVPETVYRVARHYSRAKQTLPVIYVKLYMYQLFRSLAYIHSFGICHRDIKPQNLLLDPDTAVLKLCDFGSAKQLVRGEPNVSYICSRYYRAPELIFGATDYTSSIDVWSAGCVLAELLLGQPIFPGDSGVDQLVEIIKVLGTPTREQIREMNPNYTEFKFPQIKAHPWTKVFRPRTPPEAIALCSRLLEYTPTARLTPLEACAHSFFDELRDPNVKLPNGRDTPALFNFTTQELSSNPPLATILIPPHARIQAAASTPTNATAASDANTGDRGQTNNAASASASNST
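Test system: GST-fused GSK3beta enzyme, cell-free | Quantity: 1.6 ng GST-GSK3beta enzyme per well | Reagent: 25 µM ATP with peptide substrate | Schedule: 60 min enzyme reaction, room temperature | Signal: Luminescent ADP-Glo measurement of ADP formed | Read-out basis: Score relative to plate controls | Control set: DMSO and 20 µM GW8510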
aSyn UTR inh = 5' untranslated region of α-synuclein, MLPCN primary screen; 300,000 tested, 0.82% active; alpha-synuclein 5'UTR reporter, inhibitor activity; inhibition, % (tested at 7.5 µM); in the data active = inhibition above about 60%; inconclusive = no clear call, values can overlap the other calls;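 also: H4 neuroglioblastoma cells stably carrying SNCA 5'UTR luciferase fusion; 0% = DMSO wells and 100% = positive control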
AI-2 QS modul = modulates the Vibrio harveyi AI-2 quorum sensing system | Vibrio harveyi JMH597 AI-2 luminescence/OD600 ratio, 9 h; active compounds read low; strain lacks LuxN and CqsS sensors; 0 = neutral-control median | activity change, % at 7.5 µM | 300,000 tested, 0.4% active | AID 2094; in the data active = activity change below about -75%, passing the limit was not always enough; inconclusive = no clear call, values can overlap the other calls;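 also: luminescence divided by OD600 gain over 9 h not by final OD600 alone; inactives centre near 13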
HSP90 refold inh = inhibitors of HSP90 luciferase refolding in rabbit reticulocyte lysate. luciferase refolding luminescence, 3 h. inhibition, % at 5.6 µM. 290,000 tested, 0.91% active;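 active = inhibition above the screen-wide mean plus 3 SD, computed separately per campaign, cut at about 16% in these data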;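 also: 0% = DMSO wells and 100% = 60 µM geldanamycin wells; inhibitors lower the luminescence because luciferase stays unfolded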
IEC-6 cytotox = IEC-6 cytotoxicity, counter-screen for KLF5 inhibitors. luminescence viability. inhibition, % at 5 µM. 290,000 tested, 0.78% active; in the data active = inhibition above about 22%;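 also: 0% = plate median of test compound wells and 100% = cytotoxic reference compound wells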
PolyA inh = yeast polyadenylation inhibition | S. cerevisiae SKY197-pL101 polyadenylation reporter, beta-gal luminescence; efflux-impaired pdr1/pdr3 knockout yeast; score 100 = 6 SD above DMSO | calls only at 12 µM | 300,000 tested, 0.02% active;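 active = lowest replicate activity score at least 50, where 100 means six control SD above control mean; inconclusive = lowest score under 50 but half or more replicates reach 50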;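 also: yeast exposed to compound for 9 h at 30 °C; higher score means more reporter readthrough which indicates perturbed polyadenylation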
HSF1 inhib = HSF1 inhibition. NIH3T3-HGL HSE-luciferase, MG132-induced, luminescence 8 h; active compounds read low. activity change, negative = inhibition, % at 7.5 µM (by protocol). 300,000 tested, 0.77% active. AID 2098;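 active = more than half of replicate wells show activity change below -50%, luminescence cut by over half; inconclusive = some wells, but at most half, below -50%; inactive = no replicate well below -50%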;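 also: luciferase reports HSF-1 transcriptional activity via heat shock element; 0% = median of DMSO wells and -100% = zero luminescence signal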
An asterisk follows results filed as active; i = inactive; ? = inconclusive; nt = not tested or not shown. A portion of the library. The share of hits here may be higher or lower than overall.

SMILES	GSK3A inh	KLF5 inh	HSF1 activator	GSK3beta inhib	aSyn UTR inh	AI-2 QS modul	HSP90 refold inh	IEC-6 cytotox	PolyA inh	HSF1 inhib
O=C(/C=C(/c1ccc(Cl)cc1)n1cncn1)c1ccccc1	0	-13	16	2	-62	1	3	0	i	14
CC1=Nc2ccccc2/C1=C/c1nc(-c2ccc(C)s2)oc1O	-3	-1	58*	3	-2	6	1	6	i	51
CCOC(=O)C1C(=O)NC(c2ccccc2)=NC1c1ccc(OC)cc1 (stereo unspecified)	-3	-13	1	-2	21	9	-5	1	i	-8
CC(=O)Nc1ccc(NC(=O)CSc2ncnc3sc(C)c(C)c23)cc1	-2	-6	4	3	-21	23	6	0	i	-4
CC1(C)Cc2c(sc3ncnc(N)c23)CO1	5	-37	-21	2	15	21	1	-4	i	5
Cc1cc2nc(C(F)(F)F)cc(-c3cccs3)n2n1	-1	-7	-9	4	9	25	0	1	i	-2
CCc1ccc(S(=O)(=O)c2ccc(-n3nc(C)cc3N)cc2)cc1	1	-37	3	-1	-8	26	2	-3	i	-1
Cc1cc(C)nc(SCc2cc(=O)c(OC(=O)c3ccc(S(=O)(=O)N(C)C)cc3)co2)n1	2	-23	-13	1	11	38	-1	-1	i	-5
O=C(CSC1=NS(=O)(=O)c2ccccc2N1)Nc1ccccc1F	nt	nt	-14	3	5	26	nt	nt	i	-5
CCn1c(=O)cc(OCC(=O)NC2CC2)c2ccccc21	-1	-8	13	-4	-11	15	-6	6	nt	4
COc1cc(NC(=O)CSCC(=O)Nc2cc(OC)cc(OC)c2)cc(OC)c1	-1	-8	nt	-1	2	33	5	-6	i	nt
CN1CCN(C(=O)C23CCC(C)(C(=O)C2Br)C3(C)C)CC1 (stereo unspecified)	-2	-22	-27	-4	2	25	-8	-5	i	0
C/C(N)=C(/C#N)C(=O)CSc1nc(-c2ccccc2)c(-c2ccccc2)o1	4	-29	5	3	5	6	2	5	i	-2
O=C(O)c1cc(-n2cccc2)ccc1N1CCOCC1	1	-5	7	-1	4	8	2	-5	nt	-3
CCN(CC)c1ccc(C(=O)NC(=S)Nc2cc(S(=O)(=O)N3CCOCC3)ccc2-n2cncn2)cc1	0	-17	2	-2	1	-5	6	-6	i	2
O=C(O)CSCC(=O)N1CCCN(c2nccc(C(F)(F)F)n2)CC1	0	-29	0	1	7	16	1	-6	i	0
COc1ccc(CC(=O)NCc2nnc(SCC(=O)Nc3ccc(OC)cc3)n2C)cc1	-1	-2	19	1	-19	8	-2	-5	i	-3
Cc1ccc(CNC(=O)C2CCN(S(=O)(=O)c3cccs3)CC2)o1	-2	-14	9	0	-8	4	0	2	i	0
Cc1cccnc1NC1(C(F)(F)F)N=C(c2ccccc2)NC1=O (stereo unspecified)	-2	17	-2	4	18	-14	0	2	i	-1
Nc1nonc1C(=O)OCC(=O)N1CCCCC1	-1	-28	nt	-5	nt	27	3	-4	i	nt
CC1(C)CC(NS(=O)(=O)c2ccc3ccccc3c2)CC(C)(C)N1	-1	2	-24	0	11	10	-3	2	i	0
CC(C)(C)NS(=O)(=O)c1cnc(Cl)c(Cl)c1	nt	-62	-5	-2	-37	18	-1	-3	i	-5
Cc1cc(O)cc(O)c1C(=O)Cc1cscn1	-1	-34	-7	3	0	9	1	6	i	-10
COc1ccc(OCC(=O)OC2CCCN(C)C2)cc1 (stereo unspecified)	-3	-17	0	2	-8	3	0	-6	i	0
O=C(NCCCN1CCCC1=O)c1cncc(Br)c1	0	-6	nt	-4	2	40	0	-2	nt	nt
NS(=O)(=O)c1ccc(CCNC(=O)CSc2nc3ccccc3c(=O)n2CCC(=O)N2CCCCC2)cc1	-2	9	14	-1	-9	9	-3	4	i	-5
NC(=O)C1CCN(C(=S)NCc2ccc3c(c2)OCO3)CC1	-1	-13	15	-2	-9	9	5	-8	i	14
O=C(Nc1ccc(N2C(=O)c3cccc4cccc(c34)C2=O)cc1)c1ccc(N2CCCCC2)c([N+](=O)[O-])c1	-2	-42	-9	2	2	11	2	-4	i	-1
O=C1N=c2ccc([N+](=O)[O-])cc2=C1c1sc(=O)[nH]c1O	38	-35	16	nt	-2	nt	2	-1	i	5
CS(=O)(=O)Nc1ccc(C(=O)NCCSCc2c(F)cccc2Cl)cc1	3	-11	nt	-4	-17	14	0	7	i	nt
O=C(Nc1ccc(Cl)cc1)N1CCN(Cc2ccc3c(c2)OCO3)CC1	10	-8	12	-1	14	0	1	13	i	0
COc1ccc(N2CCN(c3cc(=O)n(Cc4ccc(F)cc4)c(=O)[nH]3)CC2)cc1	3	-9	nt	nt	nt	nt	2	4	nt	nt
COc1ccc(Br)cc1CN(C)CC(O)COc1ccc(Br)cc1 (stereo unspecified)	0	2	17	3	13	4	0	3	i	9
Cc1ccc(NC(=S)NC(=O)c2ccccc2)cc1NC(=S)NC(=O)c1ccccc1	1	-15	41	-2	-57	6	2	2	i	20
COc1ccc(C)cc1S(=O)(=O)Nc1cccc(C)c1	-7	2	1	1	13	15	3	-3	i	-4
COc1cc(Cl)ccc1OCc1cc(C(=O)N2C[C@]3(C)C[C@H]2CC(C)(C)C3)no1	4	-131	11	-8	-87	23	1	5	i	26

Some entries already given, reduced to GSK3beta inhib, PolyA inh and HSF1 inhib.
SMILES | GSK3beta inhib | PolyA inh | HSF1 inhib
COc1cc(Cl)ccc1OCc1cc(C(=O)N2C[C@]3(C)C[C@H]2CC(C)(C)C3)no1 | -8 | i | 26
CS(=O)(=O)Nc1ccc(C(=O)NCCSCc2c(F)cccc2Cl)cc1 | -4 | i | nt

Next structures follow.
SMILES	GSK3A inh	KLF5 inh	HSF1 activator	GSK3beta inhib	aSyn UTR inh	AI-2 QS modul	HSP90 refold inh	IEC-6 cytotox	PolyA inh	HSF1 inhib
CCOC(=O)N1CCN(c2ccc(C(=O)c3cccc(F)c3)cc2)CC1	-1	-4	20	1	7	21	7	0	i	7
COc1ccc(S(=O)(=O)n2c([N+](=O)[O-])cnc2C)c(C)c1C	-2	-32	25	-1	-14	0	2	1	i	8
CCn1c(SC(C)C(=O)O)nnc1-c1cccnc1 (stereo unspecified)	1	13	-10	2	11	19	5	10	i	-3
CC12CC3CC(C)(C1)CC(C(=O)NC(=S)N1CCOCC1)(C3)C2	5	21	-3	-2	-6	32	0	-2	i	-5
CCOCCCNC(=O)C(NC(=O)CC1NC(=O)NC1=O)c1ccc(Cl)cc1 (stereo unspecified)	2	-30	nt	nt	nt	nt	2	0	nt	nt
O=C(NCCCN1CCOCC1)c1cccc(S(=O)(=O)NCc2ccccc2)c1	0	nt	-7	-1	-1	13	nt	nt	i	-3
COc1ccc(NC(=O)COc2coc(CN3c4ccccc4CC3C)cc2=O)cc1 (stereo unspecified)	-2	nt	6	-2	6	3	nt	nt	i	-3
Cc1ccc(C)c(S(=O)(=O)NNC(=O)Nc2ccccc2Cl)c1	2	-13	17	-2	2	15	0	5	i	8
CC(Nc1ccc2c(c1)OCCO2)C(=O)N1CCc2ccccc21 (stereo unspecified)	-1	-20	4	0	-65	15	2	6	i	-2
CCN(CC)S(=O)(=O)c1ccc(N2CCOCC2)c(NS(=O)(=O)c2ccc(OC)cc2)c1	0	-23	-13	0	-3	12	0	0	i	-5
CCCOC(=O)c1ccc(OCC(O)CN2CCN(C(=O)c3ccccc3)CC2)cc1 (stereo unspecified)	0	12	5	-2	27	21	-4	1	i	-4
COc1ccccc1/C=C/C1(C(=O)NC2CCCC2)CC(=O)N1c1ccc(C)cc1 (stereo unspecified)	-3	3	-11	0	-7	16	-2	-1	i	13
COCCCNc1nc(N)c([N+](=O)[O-])c(Nc2cc(OC)ccc2OC)n1	11	-17	5	2	?	11	2	-7	i	-3
Cc1c(Cl)cccc1NC(=O)C1CCCN(S(C)(=O)=O)C1 (stereo unspecified)	-1	-26	7	-5	1	10	10	-1	i	-6
CCOC(=O)/C(C#N)=C/c1cc(C)n(-c2ccc(Br)cc2)c1C	0	-9	-14	0	-39	8	-3	-4	i	0
Nc1cc(C(F)(F)F)ccc1C(=O)O	-4	-22	5	3	-62	8	-2	3	i	-5
CCCc1c(C)nc(N2CCN(c3ccccc3F)CC2)[nH]c1=O	-3	-30	-22	-2	-42	1	-2	-5	i	-16
CCc1nc(SCc2ccccc2)n[nH]1	-1	-52	23	-4	-32	20	-2	0	i	13
COc1ccc(C2C3=C(CC(C)(C)CC3=O)Nc3cc4c(cc32)OCO4)cc1 (stereo unspecified)	-5	-8	-2	-6	-26	-4	-1	-2	i	-7
CNC(=O)COC(=O)c1cc(NC(=O)c2ccco2)c(OC)c(OC)c1	-2	-27	-21	19	5	12	0	-3	i	-4
Cc1oc(-c2ccccc2Cl)nc1CN(C)C(C)c1ccon1 (stereo unspecified)	-6	-11	0	1	0	10	8	-4	i	-3
Cc1csc(NC(=O)c2nn(C)c(C)c2[N+](=O)[O-])n1	0	-38	7	-2	-123	12	6	11	i	-2
Cc1cccc(NC2=NC3(CCCCC3)N=C(N)N2)c1	3	-13	nt	nt	nt	nt	6	1	nt	nt
O=C(/C=C/c1cccs1)Nc1ccc([N+](=O)[O-])cc1	-2	-43	26	0	-147	19	6	2	i	20
COc1ccccc1-c1c(C)nn2c(N3CCC(C(N)=O)CC3)cc(C)nc12	-2	-6	5	-2	9	20	0	2	i	-5
CCCCCCCNC1=CC(=O)CC(c2ccccc2)C1 (stereo unspecified)	-3	-8	1	0	-37	22	-7	-1	i	3
CC(=O)Nc1c2c(nn1-c1ccccc1C)CS(=O)C2 (stereo unspecified)	-2	-32	0	0	1	28	-4	0	i	-2
O=C(O)CNC(=O)c1ccc(N2CCOCC2)cc1[N+](=O)[O-]	-1	-22	6	1	-11	20	-1	0	i	-1
CC1CC(C)CN(C(=O)CSc2nnc(CSc3ncccn3)n2C)C1 (stereo unspecified)	-1	1	-2	1	-17	18	0	-2	i	-2
O=C(Nc1ccc2[nH]c(=O)[nH]c2c1)c1c(F)c(F)c(F)c(F)c1F	-2	3	20	0	-9	25	3	-1	i	5
Cc1ccc(S(=O)(=O)NC(=O)Nc2nnc(C)s2)cc1	nt	-4	12	1	17	5	2	8	i	0
Cc1ccc(C2=NN(C(=O)c3ccccc3F)C(c3ccccc3F)C2)cc1 (stereo unspecified)	-3	-20	41	1	23	10	7	8	i	4
CCOC(=O)c1cc(NC(=O)N(CC)C2CCCCC2)c(C)nc1C	4	-13	7	-2	-14	6	-1	-3	i	-2
COc1ccc(NC(=O)CC2(Cc3ccccc3)CCOC(C)(C)C2)cc1 (stereo unspecified)	-1	3	25	2	17	18	-5	-1	i	-1
COc1ccc(CCNC(=O)CSc2nnc(-c3ccccc3)c3ccccc23)cc1OC	-2	-24	25	1	-6	9	0	2	i	4
Cc1cc(Cl)ccc1NNC(N)=S	-1	-4	5	-5	10	13	2	-9	i	0

Source: PubChem
